Source: PubChem
mouse IAP activators: mouse intestinal phosphatase enzyme activation – biochemical, luminescence, single concentration, confirmation (AID 434970). purified mouse IAP, CDP-Star luminescence, 30 min; hits give low values. activity change, negative = activation, % at 10 µM. 2.9% of 11,000 active; in the data active means activity change below about -85%;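 further: percent relative to enzyme plus DMSO wells and wells without enzyme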
mouse IAP activators Fold change: recorded beside mouse IAP activators, whose call it bears; activation factor; measured here: IAP activation factor; hits give high values;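 fold luminescence change scaled to plate control wells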
Numbers without * were called inactive. A portion of the library, so the mix of outcomes need not match the whole.

SMILES	mouse IAP activators	mouse IAP activators Fold change
Cc1ccc(-c2nnc(-c3ccccc3)o2)cc1	-1	1
COc1ccc(/C(O)=C2/C(=O)C(=O)N(CCN(C)C)C2c2ccc(C)cc2)cc1Cl (configuration not stated)	5	0.95
CCOC(=O)C1Oc2ccccc2C(C(=O)OC)=C1C(=O)OC (configuration not stated)	-2	1
Cc1ccc(C(=O)Nc2nc3ccc(S(C)(=O)=O)cc3s2)o1	4	0.96
CCN(CC)S(=O)(=O)c1cccc(C(=O)Nc2ccc(Cl)cn2)c1	2	0.97
COc1ccccc1N1CCN(C(=O)C(OC(C)=O)c2ccccc2)CC1 (configuration not stated)	-8	1.1
Cc1ccc(CNC(=O)Nc2ccc3c(c2)N(C)C(=O)CS3)cc1	-78	1.8
S=c1[nH]nc(CSc2nc3ccccc3s2)n1Cc1ccccc1	-10	1.1
CCOC(=O)CC(=O)Nc1nnc(C(C)C)s1	-1	1
CCOc1ccc(OCC)c(NC(=O)CSc2nnnn2CC)c1	-8	1.1
Cc1cc(C)c(NC(=O)C2CCCN2CCC(C)C)c(C)c1 (configuration not stated)	6	0.94
C=CCn1c(SCC(=O)NCc2ccc3c(c2)OCO3)nc2scc(-c3ccc(F)cc3)c2c1=O	-6	1.1
Cc1noc(COc2ccccc2OCc2onc(C)c2Cl)c1Cl	-3	1
CCCCNS(=O)(=O)CCNCc1ccc(OC)cc1	3	0.97
COc1ccc(N2CCN(Cc3cc(=O)oc4ccc(Cl)cc34)CC2)cc1	10	0.9
COc1ccc(N(CC(=O)Nc2cc(OC)ccc2OC)S(C)(=O)=O)cc1	-21	1.2
O=C(Nc1ccccn1)C12CC3CC(C1)CC(C(=O)Nc1ccccn1)(C3)C2	-1	1
N/C(=N\O)c1ccc(NC(=O)c2ccc(Br)o2)cc1	8	0.93
CCc1cc(Cn2nc(-c3ccccc3)cc2C(=O)NCc2cccc(C(F)(F)F)c2)on1	-152*	2.5*
COc1ccc(C(CNC(=O)c2ccc3c(c2)C(=O)N(CCC(C)C)C3=O)N2CCOCC2)cc1 (configuration not stated)	-3	1
COc1ccc(N=C2NC(=O)/C(=C\c3ccco3)S2)cc1	59	0.41
Cc1cc(=O)[nH]c2c1c(C)nn2-c1ccccc1	0	1
COc1cc(/C=C(\C#N)c2nc3ccc(C)cc3[nH]2)c([N+](=O)[O-])cc1OC	19	0.81
COCc1nc2ccccc2n1CCOc1ccccc1OC	10	0.9

Complete entries as entered above. Values in the order: mouse IAP activators	mouse IAP activators Fold change
CCOC(=O)C1Oc2ccccc2C(C(=O)OC)=C1C(=O)OC (configuration not stated) is listed as -2	1
CCOC(=O)CC(=O)Nc1nnc(C(C)C)s1 is listed as -1	1
COc1ccccc1N1CCN(C(=O)C(OC(C)=O)c2ccccc2)CC1 (configuration not stated) is listed as -8	1.1

New compounds follow:
SMILES	mouse IAP activators	mouse IAP activators Fold change
CC(=O)N1CCC2(CC1)C(C#N)=C(N)Oc1n[nH]c(C)c12	-9	1.1
C[C@]12CC[C@H](O)C[C@@H]1CC[C@@H]1[C@@H]2CC[C@@]2(C)[C@H]1CCC(=O)[C@]21CCCO1	-5	1.1
COc1oc(-c2ccc(Cl)cc2)nc1C(F)(F)F	4	0.96
CCOC(=O)CC[C@H](NC(=O)Cn1cnc(C(=O)Nc2ccc(C)c(C)c2)n1)C(=O)OCC	2	0.98
Cc1ccc(C(=O)NC(Cc2cccc(C(F)(F)F)c2)C(=O)O)cc1 (configuration not stated)	-14	1.1
CCn1cc(C(=O)NCc2ccco2)c2cc(OC)c(OC)cc2c1=O	6	0.94
CCOC(=O)C1=C(C)N(C[C@@H]2CC[C@@H](Cc3ccc4cc(OC)ccc4c3)O2)C(=O)NC1c1ccc(OC)cc1 (some centres not stated)	3	0.97
COc1ccc(C(=O)n2nc(-c3ccco3)nc2N)cc1	-6	1.1
Oc1cc(O)c2c(c1)O[C@H](c1ccc(O)c(O)c1)[C@@H](O)C2	78	0.22
C=CCc1cc(Cl)ccc1OC(=O)Nc1cccc(Cl)c1	-105*	2.1*
CC[C@]12c3[nH]c4cc(CCC(=O)N(C)C)ccc4c3CCN1C(=O)[C@@H](CC(=O)NCc1ccco1)C[C@@H]2C(=O)N1CCN(C(=O)c2ccco2)CC1	6	0.94
CCOC(=O)CC(=O)CSc1nnc2c(n1)[nH]c1ccccc12	14	0.86
COc1ccc(OC)c(S(=O)(=O)n2nc(C)cc2C)c1	-8	1.1
CC[C@H]1C(c2ccc(F)cc2)=NN(c2ccccc2)[C@@H]1CO	-49	1.5
CCCn1c(Nc2ccccc2C)nc2ccccc21	1	0.99
Cn1nc(C(=O)NCc2ccccn2)c2ccccc2c1=O	-4	1
O=C(N[C@H]1C/C=C\C(c2cccc(F)c2)N(Cc2ccccc2)C(=O)C1)OCC1c2ccccc2-c2ccccc21 (some centres not stated)	-2	1
Cc1cc(C(F)F)nn1CC(=O)NCc1ccccc1F	-11	1.1
COc1cc2[nH]c(=O)n(Cc3ccccc3Cl)c(=O)c2cc1OC	9	0.91
Cc1ccc(C(=O)COC(=O)CNC(=O)c2cccs2)cc1	4	0.96
CC(=O)N1CCc2cc(S(=O)(=O)NCCC(=O)NCCc3ccc(C)cc3)ccc21	2	0.98
CC1C/C(=C/c2cccn2C)C(=O)/C(=C/c2cccn2C)C1 (configuration not stated)	8	0.92
CC(NC1CCCC1)C(=O)Nc1ccccc1-c1ccccc1 (configuration not stated)	-15	1.1
Cc1ccc(Nc2nc3ccccc3[nH]2)nc1	4	0.96
O=C(CCCOc1ccccc1)Nc1nncs1	-2	1
CC(NC(=O)CSc1n[nH]c(=O)n1C1CC1)C12CC3CC(CC(C3)C1)C2 (configuration not stated)	-3	1
CC1CC(=O)Nc2ccccc2N1S(=O)(=O)c1ccc(Br)cc1 (configuration not stated)	-6	1.1
CC(NC(=O)C(=O)NN=C1CCCCCCC1)c1ccccc1 (configuration not stated)	10	0.9
COCCNC(=O)Cn1c(=O)n(Cc2ccco2)c(=O)c2ccccc21	-6	1.1
CCN1CCN(C(c2nnnn2Cc2ccc3c(c2)OCO3)C(C)C)CC1 (configuration not stated)	-12	1.1
CCOc1ccc2[nH]c(=O)c(CN(Cc3ccccc3)C(=O)N3CCCC3)cc2c1	7	0.93
C1=C[C@H]2CC[C@@H]1N(c1ccccc1)O2	2	0.98
CCc1ccc(NC(=O)NCC2CCN(Cc3cccc(Cl)c3)CC2)cc1	-120*	2.2*
Cc1ccc(S(=O)(=O)Nc2cc(NC(=O)CN3CCOCC3)ccc2Cl)cc1	-1	1
CC1(C)CC(=O)C(CC(=O)NC(=O)NCc2ccccc2)=C(O)C1	9	0.91
Cc1nnc2sc(-c3csc4c3CCCC4)nn12	1	0.99
CCN1CCN(C(c2ccccn2)c2c(NC(=O)c3ccccc3)sc(C)c2C)CC1 (configuration not stated)	0	1
CCC(C(=O)Nc1nccs1)c1ccccc1 (configuration not stated)	-9	1.1
COc1ccc(C2Nc3ccccc3C(=O)N2Cc2ccco2)cc1COc1ccc(F)cc1 (configuration not stated)	-9	1.1
O=C(CCc1ccccc1)Nc1cccc(-c2nnc(-c3ccco3)o2)c1	1	0.99
CC1(CCc2ccc3c(c2)OCO3)NC(=O)c2ccccc2N1 (configuration not stated)	4	0.96
CC(C)OC(=O)NCCOC(=O)Nc1cccc(Cl)c1	-112*	2.1*
O=C(NC1CCCC1)c1sc(=S)n2c1[nH]c(=O)c1ccccc12	-1	1
CN(C)CCCNC(=O)C[C@H]1C[C@H](C(=O)N2CCOCC2)[C@@]2(CCC3CCCC3)c3[nH]c4cc(-c5ccco5)ccc4c3CCN2C1=O	-7	1.1
CN1CCN(C(=O)C2CCN(S(=O)(=O)c3cnc[nH]3)CC2)CC1	7	0.93
COC(=O)c1cn(CC(=O)NC2CCCCC2)c2ccccc12	-4	1
CCC1S/C(=N/C(=O)NC2CCCCC2)NC1=O (configuration not stated)	1	0.99
O=C(CN1C(=O)CSC1=O)c1ccccc1	6	0.94
O=C(Nc1ccc(Cl)cc1)Nc1ccc2c(c1)N1CCN=C1S2	-44	1.4
O=C(O)CC(CCc1ccccc1)OC1OC(CO)C(O)C(O)C1O (configuration not stated)	80	0.2
CCOC(=O)c1c(C=O)c(C)n(Cc2ccccc2Cl)c1C	12	0.88
Cc1ccc(C(=O)NCCCn2ccnc2)cc1[N+](=O)[O-]	12	0.88
CN(C)c1cc(O)c(C(=S)Nc2ccccc2)c(N(C)C)c1	1	0.99
CCOC(=O)c1cc2cc(C)ccc2[nH]1	7	0.93
COc1ccc(-c2cc(=Nc3ccc(C)cc3)c3ccccc3o2)cc1	0	0.99
O=S1(=O)N=C(N2CCc3ccccc3C2)c2ccccc21	9	0.91
CCCN1C(C)C(C(=O)OCC)=CN(Cc2ccc(Br)cc2)S1(=O)=O (configuration not stated)	-1	1
CSc1cccc(NC(=O)Nc2ccccc2)c1	-110*	2.1*
CCN(CC)C(=O)[C@H]1C[C@H](CC(=O)NCc2ccco2)C(=O)N2CCc3c([nH]c4cc(-c5ccco5)ccc34)[C@]12C	-16	1.2
CCN1C[C@@H]2[C@@H]3C(=O)N(C)C(=O)[C@@H]3[C@](CC)(C(=O)OC)N2C1=NC	0	1
Next section:
SMILES	mouse IAP activators	mouse IAP activators Fold change
O=C(NC12CC3CC(CC(C3)C1)C2)C1CCCN1C(=O)NC1CCCCC1 (configuration not stated)	4	0.96
O=C(NCCCn1ccnc1)Nc1cccc(Cl)c1	-23	1.2
S=C(NCc1ccc2c(c1)OCO2)Nc1ccc(-c2nc3ccccc3[nH]2)cc1	-61	1.6
CCOC(=O)c1ccc(Nc2ncnc3nc[nH]c23)cc1	4	0.96
CCOC(=O)C1=CN(Cc2cccc(Br)c2)S(=O)(=O)N(C)C1C (configuration not stated)	-9	1.1
Cn1cc(/C=N/n2cnc3scc(-c4ccc(Cl)cc4)c3c2=O)c2ccccc21	17	0.83
Cc1cc2oc(=O)cc(-c3ccccc3)c2c(C)c1-c1ccc(CO)cc1	8	0.92
CCOC(=O)Cc1csc(NC(NC(=O)OCC)(C(F)(F)F)C(F)(F)F)n1	15	0.85
COc1ccc(C2/C=C\CN(C(=O)OCC3c4ccccc4-c4ccccc43)CC(=O)N2Cc2cccc(F)c2)cc1 (configuration not stated)	-10	1.1
O=S(=O)(N[C@H](CO)Cc1ccccc1)c1ccc(Br)cc1F	-8	1.1
Cc1ccc(S(=O)(=O)ON=C2CCN(S(=O)(=O)c3ccccc3)CC2)cc1	-1	1
O=C(O)[C@H]1CC=C[C@H]2CCN(Cc3ccc(Cl)c(Cl)c3)C(=O)[C@@H]12	-5	1.1
O=C(O)/C=C\C(=O)NCc1ccccc1	6	0.94
CCOC(=O)c1ccc(N[C@@H]2CCN3C(=O)c4ccccc4[C@@H]3C[C@H]2O)cc1	-11	1.1
Cc1ccc(S(=O)(=O)N(C)CC(=O)N2CCOCC2)cc1	4	0.96
C/C(CCc1oc2ccc(Cl)cc2c1-c1ccc(C)o1)=N\O	4	0.96
COCCCNC(=O)c1ccc(Cn2c(=O)c3ccccc3n(Cc3ccccc3C)c2=O)cc1	2	0.98
CN1CC2(Cc3c1ccc1ccccc31)C(=O)OC(C)(C)OC2=O	6	0.94
Cn1nc(-c2ccc(OCC(=O)Nc3cccnc3)cc2)c2ccccc2c1=O	15	0.85
COc1ccc(C2(C(=O)NCC3CCCO3)CCOCC2)cc1 (configuration not stated)	6	0.94
O=C(NC(NNc1ccc([N+](=O)[O-])cc1)(C(F)(F)F)C(F)(F)F)c1ccc(Cl)cc1	-7	1.1
CC(=O)N1c2c(cc(Br)cc2S(=O)(=O)NCC2COc3ccccc3O2)CC1C (configuration not stated)	-9	1.1
COCCCNC(=O)CN(c1cccc(Cl)c1)S(C)(=O)=O	-8	1.1
O=C(NCC1COc2ccccc2O1)c1ccc(NC(=O)C2CCCO2)cc1 (configuration not stated)	6	0.94

Laid out differently: entries from further up
The line under a structure holds: mouse IAP activators	mouse IAP activators Fold change
COCCNC(=O)Cn1c(=O)n(Cc2ccco2)c(=O)c2ccccc21
    -6	1.1
CCN1CCN(C(c2nnnn2Cc2ccc3c(c2)OCO3)C(C)C)CC1 (configuration not stated)
    -12	1.1

(next part)
SMILES	mouse IAP activators	mouse IAP activators Fold change
CC1CCCCN1CC(=O)Nc1sc2c(c1C#N)CCC2 (configuration not stated)	2	0.98
COc1ccccc1NC(=O)C(C)Sc1nnnn1C (configuration not stated)	10	0.9
Cc1cc(C)nc(SCc2nnc(SCC(=O)N3CCOCC3)o2)n1	7	0.93
COc1cc2c(C#N)c(N3CCc4ccccc4C3)nc(N)c2c(N)n1	22	0.78
Cc1nc(CN2CCOCC2)cc(=O)[nH]1	2	0.98
O=C(Nc1ccc(Cl)c(Cl)c1)N1CC=C(c2ccccc2)CC1	-79	1.8
CCOC(=O)C1=CN(Cc2ccco2)S(=O)(=O)NC1c1ccc(F)c(Cl)c1 (configuration not stated)	1	0.99

A different layout for part of the listing above.
> COc1cc2c(C#N)c(N3CCc4ccccc4C3)nc(N)c2c(N)n1
  mouse IAP activators: 22
  mouse IAP activators Fold change: 0.78
> Cc1nc(CN2CCOCC2)cc(=O)[nH]1
  mouse IAP activators: 2
  mouse IAP activators Fold change: 0.98
> O=C(Nc1ccc(Cl)c(Cl)c1)N1CC=C(c2ccccc2)CC1
  mouse IAP activators: -79
  mouse IAP activators Fold change: 1.8
